# SK-BR-3 tox 24h: SK-BR-3 proliferation inhibitors, primary screen, cell-based, human, 24 h; SK-BR-3 viability, CellTiter-Glo ATP luminescence; stronger effect = lower value; viability, % at 10 µM; 41,000 tested, 0.47% active;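 active means viability at or below the median of all test compounds minus 3 SD, in both replicates if run twice, cut at about 45% in these data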;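 further: 100% = median untreated cell wells and 0% = median positive control drug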
# Active calls of the source: *. These rows are one share of the data; rates above refer to the full screens.
SMILES	SK-BR-3 tox 24h
CC(C)(C)NC(=O)CN(C(=O)CS(=O)CC(=O)Nc1ccc(F)cc1)c1ccc(F)c(Cl)c1 (centres undefined)	79.9
Cc1ccc(C(=O)c2cn[nH]c2-c2cc(Cl)ccc2O)cc1	77.9
Cc1cccc(NC(=O)c2ccccc2OCC(=O)N2CCOCC2)c1C	90.4
Cc1ccc(C(=O)Nc2ccncc2)o1	93.1
CC(C)(C)C(=O)c1no[n+]([O-])c1/C(=N/O)C(C)(C)C	102.3
CCOC(=O)c1cc(C)n(Cc2cccc(OC)c2OC)c1C	82.2
COc1ccccc1NC(=O)N(Cc1ccccc1)C1=NCC(C)S1 (centres undefined)	65.6
Cc1cnn(C(=S)NCC2CCCO2)c1 (centres undefined)	96.7

# Remaining list, next part
SMILES	SK-BR-3 tox 24h
O=C(CN1CCCN(S(=O)(=O)c2ccc(Br)cc2)CC1)Nc1ccc2c(c1)OCO2	74.5
O=C(N1CCCCC1)N1CCCN(C(=O)N2CCCCC2)CC1	91.6
Cn1c(=O)c2c(nc(NCCO)n2CCc2ccccc2)n(C)c1=O	88.7
CCCN1CCN(CCCNC(=O)Cn2nc(-c3ccc(C)cc3)ccc2=O)CC1	97.0
Cc1cc(NS(=O)(=O)c2ccccc2)cc(Cl)c1O	88.6
CS(=O)(=O)Nc1ccc(C(=O)NCc2ccc3c(c2)OCO3)cc1	85.7
Cc1cc(Cl)c(S(=O)(=O)N2CCN(c3ccc(F)cc3)CC2)cc1OCC(N)=O	83.3
CC(C)[C@H](NC(=O)OC(C)(C)C)c1nnc(SCC(=O)Nc2ccc(Br)cc2)o1	102.0

# New compounds follow:
SMILES	SK-BR-3 tox 24h
CCC(OC(=O)c1cccs1)C(=O)NCc1ccc2c(c1)OCO2 (centres undefined)	115.7
COc1ccccc1N1CCN(C(=O)C2CCN(S(=O)(=O)c3ccc(F)cc3)CC2)CC1	89.0
CC1(C)NC(=O)N(CC(O)CN2CCCC2)C1=O (centres undefined)	103.2
CCC(C)(C)n1nnnc1C(c1cc2ccc(OC)cc2[nH]c1=O)N1CCc2ccccc21 (centres undefined)	103.0
CCOC(=O)CSc1nc(C)c(C(C)=O)cc1C#N	110.8
O=C1c2ccccc2N2C(=O)c3ccccc3C2N1O (centres undefined)	78.7
CC(NC(=O)CSc1nc2c(cc1C#N)CN(C)CC2)c1ccccc1 (centres undefined)	84.8
CN(C)CCCN1C(=O)C(=O)/C(=C(/O)c2ccc3c(c2)OCO3)C1c1cccnc1 (centres undefined)	104.9

# (cont.)
SMILES	SK-BR-3 tox 24h
Cc1cc(SCc2ccccc2)nc(=O)[nH]1	71.7
Cc1c(Cl)ccc2c1NC(=O)[C@]21N[C@@H](CCC(N)=O)[C@H]2C(=O)N(c3ccc(F)cc3)C(=O)[C@H]21	104.2
CCOC(=O)c1snc(C(=O)NC2CCCCC2)c1N	81.7
Cc1ccc(C(=O)N2CCN(C(=O)CN3CCOCC3)C2)cc1	69.5
CCOc1ccccc1C(=O)N(Cc1cccs1)C1CCS(=O)(=O)C1 (centres undefined)	99.6
CCc1ccc(NC(=O)CSC2=C(C#N)C(c3ccco3)C3=C(CCCC3=O)N2)cc1 (centres undefined)	92.4
CC(=O)Nc1c(C(=O)C2CC2)oc2ccccc12	100.6
COc1ccc2c(c1OC)C(=O)N(c1nccs1)C2	131.9

# The list goes on.
SMILES	SK-BR-3 tox 24h
CN(C)CCCN1C(=O)C(O)=C(C(=O)c2cc3ccccc3o2)C1c1ccccn1 (centres undefined)	96.8
Cc1ccc(-n2c(SCC(=O)NCC3CCCO3)nc3n[nH]c(C)c3c2=N)cc1Cl (centres undefined)	84.5
CCn1nc(CC(=O)Nc2nnc(CC(=O)N3CCCCC3)s2)c2ccccc2c1=O	85.8
Cc1cc(NC(=O)C2C3C(=O)N(CCC(C)C)C(C(=O)NCc4ccccc4)C34C=CC2(C)O4)no1 (centres undefined)	88.6
c1ccc2c(c1)[nH]c1c(N3CCC4(CC3)OCCO4)ncnc12	77.4
Cc1nn(C(=O)c2ccco2)c(C)c1CN1C(=O)c2ccccc2C1=O	105.6
Cc1ccc(C(=O)CCNc2ccc(F)c(Cl)c2)o1	117.7
Cc1ccc(C)c(OCCCC(=O)O)c1	107.0

# More records follow.
SMILES	SK-BR-3 tox 24h
CC(C)N(C(=O)C1CC(=O)OC12CCCCC2)C(C)C (centres undefined)	100.5
O=C(NCc1ccco1)c1cccn2c(=O)c3sccc3nc12	127.2
COCc1nnc(NC(=O)CC(C)c2ccccc2)s1 (centres undefined)	112.0
Nc1nncn1C(=O)c1c(Cl)cccc1Cl	86.1
O=C(c1ccco1)N1CCN(c2ccc(Cl)c(Cl)c2)CC1	87.1
COc1cccc(C(=O)Nc2ccc(NC(C)=O)cn2)c1	133.8
CCCOc1ccc(-c2nnn(CC(=O)c3ccc4c(c3)OCCO4)n2)cc1	113.5
COCCn1c(SCC(=O)Nc2cccc(OC)c2)nnc1-c1ccccc1	99.3

# The results go on.
SMILES	SK-BR-3 tox 24h
CCCOc1ccc2oc(=O)c3c(c2c1)CCCN3C(=O)CN1CCN(C(=O)c2ccco2)CC1	86.3
O=C(O)CSc1nnc(Cc2ccccc2)n1-c1ccccc1	98.0
O=C(CCCOc1ccc(Cl)cc1Cl)NCCCO	80.0
COC(=O)c1ccccc1NC(=O)c1cc(OC)cc(OC)c1	106.9
Nc1cc(N)cc(-c2nc3ccccc3[nH]2)c1	95.1
Cc1oc2c(c1C(=O)NCc1ccccc1)CCCC2	91.6
CCN(CC)c1nc(N(CC)CC)[nH]c(=O)n1	94.5
Cc1c(C(=O)NCc2ccco2)oc2ccc(S(=O)(=O)N3CCC4(CC3)OCCO4)cc12	78.0

# Next part.
SMILES	SK-BR-3 tox 24h
CCCC(C)n1[nH]c(=O)c2c(C)cc(C)nc21 (centres undefined)	87.0
O=C(Cn1ncc2c(=O)oc3ccccc3c21)N1CCN(C(=O)c2ccco2)CC1	94.4
CS(=O)(=O)N1CCN(C(=O)c2cc3ccccc3oc2=O)CC1	82.4
CCN(CC(=O)NC)S(=O)(=O)c1ccc(Br)cc1	91.0
COc1ccc(-n2c(C)nc3cc(C(=O)N4CCOCC4)ccc32)cc1	79.9
O=C1NC(Nc2nccs2)(C(F)(F)F)C(=O)N1CCc1ccccc1 (centres undefined)	78.4
COc1ccc(-n2nnnc2SCC(=O)NCc2ccco2)cc1OC	82.5
CC(C)COc1ccc(-c2nnc(-c3ccncc3)o2)cc1	51.1

# Exported field by field: entries from further up
CC(C)N(C(=O)C1CC(=O)OC12CCCCC2)C(C)C (centres undefined)
- SK-BR-3 tox 24h: 100.5

O=C(NCc1ccco1)c1cccn2c(=O)c3sccc3nc12
- SK-BR-3 tox 24h: 127.2

COCc1nnc(NC(=O)CC(C)c2ccccc2)s1 (centres undefined)
- SK-BR-3 tox 24h: 112.0

Nc1nncn1C(=O)c1c(Cl)cccc1Cl
- SK-BR-3 tox 24h: 86.1

# Other entries
SMILES	SK-BR-3 tox 24h
O=C(NC1CCCCC1)N1CCCc2ccccc21	78.1
COc1cccc(CNC(=O)CCn2c(=O)oc3ccccc32)c1	87.7
CCCCN(CCCC)Cc1ccc(N)cc1	123.7
Cn1c(SCCN2CCCCC2)nnc1-c1ccccc1Br	95.6
O=C(Nc1ncc(C(F)(F)F)cc1Cl)C1COc2ccccc2O1 (centres undefined)	84.4
O=C(NC1CCCC1)C(c1ccsc1)N(Cc1ccco1)C(=O)Cc1cccs1 (centres undefined)	107.1
Cc1ccc(S(=O)(=O)N2CCN(Cc3ccccc3C(F)(F)F)CC2)cc1	81.5
O=C(Nc1ccon1)c1cc2c(s1)CCCCCC2	124.0

# (continued)
SMILES	SK-BR-3 tox 24h
CCn1c(SCC(=O)c2ccc(F)cc2)nnc1-c1ccoc1C	79.0
CCOC(=O)C1CCN(C(=O)c2oc3ccc(S(=O)(=O)N4CC(C)CC(C)C4)cc3c2C)CC1 (centres undefined)	86.3
O=C1CCCN1CCCNc1ncnc2c1[nH]c1ccccc12	94.2
Cn1c(=O)c2c(nc(N3CCOCC3)n2Cc2c(F)cccc2Cl)n(C)c1=O	93.9
CCCn1c(SCC(=O)Nc2sc(C)c(C)c2C(=O)OC)nc2c1c(=O)n(C)c(=O)n2C	90.2
Cc1ccc2oc(-c3ccco3)nc2c1	92.7
Cn1c(=O)[nH]c(=O)c2c1ncn2CCN1CCOCC1	95.2
CC12CCC(C(=O)NCc3ccccn3)(OC1=O)C2(C)C (centres undefined)	109.0

# Carrying on:
SMILES	SK-BR-3 tox 24h
O=C(CCS(=O)(=O)Cc1ccccc1)N1CCN(Cc2ccccc2)CC1	96.8
COc1ccc(CN/C=C2\CCCCC2=O)cc1	90.0
COc1ccccc1OCc1ccc(C(=O)NCCN(C)C)o1	87.5
CC(C)CCNC(=O)C(c1ccco1)N(Cc1cccs1)C(=O)Cn1nnc2ccccc21 (centres undefined)	81.7
O=C(O)CCSc1nc2ccccc2c(=O)[nH]1	105.6
CC1c2[nH]c3ccccc3c2CCN1C(=O)Nc1ccccc1 (centres undefined)	88.6
C(=N\n1cncn1)/c1ccc(N2CCOCC2)cc1	83.0
COc1ccc(S(=O)(=O)NCCSc2ccccc2)cc1OC	86.8

# Additional records:
SMILES	SK-BR-3 tox 24h
CCCCC(C(=O)NCCC(C)C)N(CCCN1CCOCC1)C(=O)c1snc(C(N)=O)c1N (centres undefined)	82.8
NC(=O)c1ccccc1OCC(=O)NS(=O)(=O)c1ccccc1	83.6
O=C(O)c1[nH]c2ccccc2c1NS(=O)(=O)Cc1ccccc1	96.7
O=C(CSc1nc2ncccc2[nH]1)Nc1ccc2c(c1)OCCO2	85.1
Cc1ccc(-c2noc(C3CCN(C(=O)Nc4ccc(C#N)cc4)CC3)n2)o1	101.0
CCOC(=O)Nc1c(O)ccc2oc(C)c(-c3ccccc3)c12	120.3
CCC(Sc1nc(C)cc(=O)[nH]1)C(=O)Nc1nc2c(s1)CCCC2 (centres undefined)	115.0
CCOc1cc(N2C(=O)CC3CS(=O)(=O)CC32)c(OCC)cc1NC(=O)c1ccccc1 (centres undefined)	98.2

# Shown with each value named: entries from further up.
O=C(O)c1[nH]c2ccccc2c1NS(=O)(=O)Cc1ccccc1
  SK-BR-3 tox 24h: 96.7
O=C(CSc1nc2ncccc2[nH]1)Nc1ccc2c(c1)OCCO2
  SK-BR-3 tox 24h: 85.1

# The results go on:
SMILES	SK-BR-3 tox 24h
CCOC(=O)C1CCCN(c2nc3ccccc3nc2C(C#N)C(=O)OC(C)C)C1 (centres undefined)	75.1
c1ccc2c(c1)CCN(c1nc3cc4c(cc3s1)OCO4)C2	88.4
CC(C)CCNC(=O)CN(Cc1ccc2c(c1)OCO2)C(=O)Cn1nnc(-c2cccs2)n1	118.6
Cc1cc(C)n2nc(C(=O)Oc3ccc4c(c3)OCO4)nc2n1	86.1
CN1CCN(c2ccc(NC(=O)c3cccc(OCc4ccccc4)c3)cc2)CC1	60.2
O=C(O)c1oc2ccccc2c1CN1CCN(c2ccccc2)CC1	103.0
CCOc1ccccc1-n1c(SCC(N)=O)nnc1-c1ccco1	90.8
C/C(Cl)=C\Cn1c(N2CCCC2)nc2c1c(=O)[nH]c(=O)n2C	85.5

# New compounds follow
SMILES	SK-BR-3 tox 24h
CNC(=O)c1ccccc1NC(=O)c1c(O)c2c([nH]c1=O)CCCC2	92.3
CS(=O)(=O)Nc1ccccc1Oc1ccccc1	94.7
CCOc1cc(C2C3=C(CCCC3=O)N(C)C3=C2C(=O)CCC3)cc(Cl)c1O	70.5
Cc1c(C(=O)Nc2ccc(-n3cnnn3)cc2)oc2ccccc12	96.2
Cc1cc(C)nc(SC2CCCCC2O)n1 (centres undefined)	108.1
CCOC(=O)c1[nH]c2cc3c(cc2c1NC(=O)CN1CCC(C)CC1)OCO3	86.1
COc1ccccc1Nc1nc(C)cs1	93.2
Clc1c(CSc2nc3ccccc3o2)nc2sccn12	76.0

# Next section:
SMILES	SK-BR-3 tox 24h
CC(=O)Nc1sc2c(c1C#N)CCCCC2	95.0
Cc1ccc(Nc2nc(N)nc(CSc3nccn3C)n2)cc1	92.2
CCCc1nnc(NC(=O)C2CCCO2)s1 (centres undefined)	135.1
COc1ccc(OCc2nnc(SC(C)C(=O)Nc3nccs3)n2-c2ccccc2)cc1 (centres undefined)	78.2
Cc1cc(C)nc(SCc2csc(N)n2)n1	95.5
COC(=O)CSCC(=O)Nc1cc2c(cc1C(C)=O)OCO2	97.9
COc1cc(C2/C(=C(/O)c3ccc(F)cc3)C(=O)C(=O)N2CCCC(=O)O)ccc1O (centres undefined)	66.3
CCC(=O)Nc1cccc(-c2nc3ccccc3o2)c1	99.7

# Reprinted from the part before: 2 compounds; new compounds follow.
SMILES	SK-BR-3 tox 24h
COc1cc(C2/C(=C(/O)c3ccc(F)cc3)C(=O)C(=O)N2CCCC(=O)O)ccc1O (centres undefined)	66.3
CCC(=O)Nc1cccc(-c2nc3ccccc3o2)c1	99.7
CC(=O)Oc1c(C)cc(O)c2ccccc12	63.3
Cc1ccc(Cn2nnc3c(=O)[nH]c(C4CCN(C(=O)Cc5cccs5)CC4)nc32)cc1	88.5
COC(=O)C(NC(=O)c1ccco1)(Nc1ccc(Br)cn1)C(F)(F)F (centres undefined)	93.8
CCOC(=O)C1(c2ccccc2)NC(c2ccc(N(C)C)cc2)C2C(=O)N(C)C(=O)C21 (centres undefined)	75.4
COC(=O)C(C(=O)Nc1cc(C)on1)C1CCCCCC1 (centres undefined)	80.5
O=C(NCc1ccco1)c1cnn2c(C(F)F)cc(-c3ccccc3)nc12	96.4
CCCCCC(=O)Nc1ccc(N2CCN(C(=O)c3ccccc3)CC2)cc1	83.1
COc1ccccc1-c1nc(NC(C)=O)n[nH]1	106.0

# (more compounds)
SMILES	SK-BR-3 tox 24h
CC1CN(c2nc3c(c(=O)n(C)c(=O)n3C)n2Cc2c(F)cccc2Cl)CC(C)O1 (centres undefined)	100.6
Cc1nc(NCC2CCCO2)nc2c1C(=O)CC(C)(C)C2 (centres undefined)	99.6
O=C(CSc1nnc(-c2ccco2)o1)NC(=O)Cc1ccccc1	107.6
Cc1ccc(C(=O)NC2CCCCCC2)o1	108.1

# Assay outcomes (PubChem BioAssay)
